From PubChem BioAssay
TAAR1 antag: human TAAR1 antagonists, primary screen, Fluo-8 calcium fluorescence, CHO RD-HGA16 cells. Trace amine-associated receptor 1 (Homo sapiens), Q96RJ0. antagonist. inhibition, % at 3 µM. actives 1.5% (n = 360,000);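 active = inhibition above a per-plate cutoff, the mean inhibition of test compounds on that plate plus 3 SD, cut at about 49% in these data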;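 also: 0% = DMSO plus EC80 beta-PEA response and 100% = DMSO alone without agonist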
Target sequence (Q96RJ0 whole entry, looked up): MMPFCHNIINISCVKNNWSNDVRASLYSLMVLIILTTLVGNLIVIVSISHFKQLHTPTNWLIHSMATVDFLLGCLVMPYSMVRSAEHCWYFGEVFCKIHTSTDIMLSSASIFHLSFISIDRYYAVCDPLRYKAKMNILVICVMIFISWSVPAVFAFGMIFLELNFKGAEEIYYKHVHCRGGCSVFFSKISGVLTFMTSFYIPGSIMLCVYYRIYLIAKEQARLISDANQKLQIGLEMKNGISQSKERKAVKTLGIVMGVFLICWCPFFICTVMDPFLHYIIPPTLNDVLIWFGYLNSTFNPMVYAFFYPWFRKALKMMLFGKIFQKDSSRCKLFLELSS
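Material: RD-HGA16 CHO cells with stable hTAAR1 and Gα16; Dosing: single nominal final test compound concentration of 3 µM; Schedule: seeding 17-24 h prior, 75-min 37 °C, 30-min RT dye loading; Detection: kinetic Fluo-8 calcium fluorescence measurement; Measure: % inhibition from peak post-agonist over basal fluorescence ratio; Benchmarks: vehicle and agonist controls.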
M1 ag parental: counter-screen for M1 agonists: effect in parental CHO-K1 cells; Fluo-8 calcium fluorescence; scaled to maximal ATP response, vehicle zero; activation, % at 3 µM; actives 0.48% (n = 360,000); AID 602248, 2012; in the data active = activation above about 15%;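 also: untransfected CHO-K1 host cells lacking M1 receptor as counterscreen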
OXTR potentiate: human OXTR potentiators, primary screen, fluorescence, CHO-OTR cells, Fluo-8 calcium. Oxytocin receptor (Homo sapiens), P30559. Fluo-8 calcium fluorescence, potentiator mode; 0% = oxytocin EC15, 100% = EC100. activation, % at 3 µM. actives 0.061% (n = 320,000). AID 2445, 2010;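 active = activation above that plate's cutoff, the mean activation of tested compounds plus 3 SD, cut at about 6.6% in these data, passing the limit was not always enough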;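 also: 100% uses oxytocin at 75 nM as the full agonist control; some results filed as inactive read as strong as hits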
Target sequence (P30559 whole entry, looked up): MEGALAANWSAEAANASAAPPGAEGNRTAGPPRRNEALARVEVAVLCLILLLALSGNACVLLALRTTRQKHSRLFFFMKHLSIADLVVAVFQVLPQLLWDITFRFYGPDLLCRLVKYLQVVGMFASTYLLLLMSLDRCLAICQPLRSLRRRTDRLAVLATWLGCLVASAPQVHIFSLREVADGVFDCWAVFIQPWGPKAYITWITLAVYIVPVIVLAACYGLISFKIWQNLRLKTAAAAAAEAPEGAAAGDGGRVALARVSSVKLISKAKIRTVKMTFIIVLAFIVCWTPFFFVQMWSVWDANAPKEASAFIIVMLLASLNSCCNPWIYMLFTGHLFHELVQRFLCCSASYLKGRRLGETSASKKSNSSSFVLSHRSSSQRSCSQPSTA
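assay system = CHO-OTR cells, human receptor | schedule = compound 6 min at room temperature before oxytocin, 100 s read | detection = Fluo-8 intracellular calcium fluorescence, ex 470-495, em 515-575 nm | evaluation = normalized max/min fluorescence ratio, % activation | control set = EC15 oxytocin alone as 0%, 75 nM oxytocin (EC100) as 100%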
OXTR agonist: human OXTR agonists, primary screen, fluorescence, CHO-OTR cells, Fluo-8 calcium; activation, % at 3 µM; Oxytocin receptor (Homo sapiens), P30559; Fluo-8 calcium fluorescence; normalized: DMSO 0%, oxytocin 100%; actives 0.32% (n = 320,000);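 active = activation above the mean of all tested compounds plus 3 SD, cutoff set per screening run, cut at about 20% in these data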;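 also: peak over basal fluorescence ratio from a 100 s FLIPR kinetic read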
GPR7 antag: GPR7 receptor antagonists, primary screen, cell-based, fluorescence, single concentration. inhibition, % at 4.4 µM. AID 1861, 2009. actives 1.1% (n = 290,000). Neuropeptides B/W receptor type 1 (Homo sapiens), P48145. GPR7-expressing cells, fluorescence antagonist assay; in the data active = inhibition above about 16%, passing the limit was not always enough;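 also: cells stimulated with the agonist NPW; 0% = agonist with vehicle and 100% = vehicle without agonist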
Target sequence (P48145 whole entry, looked up): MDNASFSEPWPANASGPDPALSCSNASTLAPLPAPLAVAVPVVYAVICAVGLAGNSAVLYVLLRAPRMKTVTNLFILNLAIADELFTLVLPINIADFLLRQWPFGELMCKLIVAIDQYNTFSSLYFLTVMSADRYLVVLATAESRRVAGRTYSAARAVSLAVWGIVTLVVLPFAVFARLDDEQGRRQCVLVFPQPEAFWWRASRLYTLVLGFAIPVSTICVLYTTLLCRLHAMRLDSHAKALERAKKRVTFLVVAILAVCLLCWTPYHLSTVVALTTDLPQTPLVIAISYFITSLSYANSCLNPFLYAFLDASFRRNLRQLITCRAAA
CHO-K1 Ca antag: M1 antagonist counterscreen hit in parental CHO-K1 cells | ATP-induced calcium, Fluo-8 fluorescence | inhibition, % at 3 µM | actives 0.6% (n = 360,000);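 active = inhibition above a per-plate cutoff, the plate's mean sample inhibition plus 3 SD, cut at about 24% in these data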;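 also: 0% = DMSO plus EC80 ATP and 100% = DMSO alone without ATP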
CHO parental Ca: ATP-evoked calcium signal inhibitors, parental CHO, primary screen, counter-screen for OX1R antagonist project, cell-based, fluorescence, Fluo-8 calcium dye; parental CHO-K1, ATP-induced calcium, Fluo-8 fluorescence; inhibition, % at 5.6 µM; actives 0.63% (n = 330,000);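 active = inhibition above that plate's mean sample inhibition plus 3 SD, cut at about 26% in these data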;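 also: 0% = ATP-challenged DMSO wells and 100% = DMSO wells without ATP; some compounds past the cut are filed as inactive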
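Assay system – parental CHO cells · Reagent – ATP stimulus · Detection – intracellular calcium via Fluo-8 no-wash fluorescent dye · Evaluation – percent inhibition of ATP-evoked calcium rise, normalized to controls · Controls – ATP wells versus no-ATP DMSO wells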
CHO-K1 Ca PAM: nonselective calcium activators in parental CHO-K1 cells, primary screen, counter-screen for M1 PAM project, cell-based, Fluo-8 calcium fluorescence, full deck, 1536-well; actives 0.02% (n = 360,000); ATP EC20; 0% at ATP EC20, 100% at ATP max; activation, % at 3 µM;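 active = activation above the run cutoff, the mean activation of all test compounds plus 3 SD, cut at about 40% in these data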;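 also: peak over basal fluorescence ratio in a 140 s read after ATP addition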
V1R ag counter: agonists of human V1a receptor, primary screen, counter-screen for OXTR agonist project, fluorescence, CHO-V1R cells; Vasopressin V1a receptor (Homo sapiens), P37288; Fluo-8 calcium fluorescence, agonist mode; 0% DMSO, 100% 3 nM vasopressin; activation, % at 3 µM; actives 0.25% (n = 320,000); AID 2797, 2010;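 active = activation above the mean activation of all tested compounds plus 3 SD, per screening run, cut at about 20% in these data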;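 also: signal is peak over basal fluorescence ratio across a 100 second FLIPR read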
Numbers without * were called inactive; · = not tested or not shown. This is a random part of the collection. Share with any hit: about 3.5%.

SMILES | TAAR1 antag | M1 ag parental | OXTR potentiate | OXTR agonist | GPR7 antag | CHO-K1 Ca antag | CHO parental Ca | CHO-K1 Ca PAM | V1R ag counter
CC(C)Cc1nn2c(=O)cc(CSCC(=O)Nc3ccccc3F)nc2s1 | -23.9 | 1.3 | -9.0 | 0.5 | -9.4 | -17.2 | -8.0 | 10.1 | 0.9
CN(C)c1ccc(Sc2ccc3nc(N)nc(N)c3c2)cc1 | 12.0 | 8.0 | · | · | · | -3.6 | · | 6.7 | ·
CCCCCCN1C[C@H](n2cc(C3CC3)nn2)[C@@H](O)C[C@@H]1c1ccc(OC)cc1 | -22.7 | 0.2 | · | · | · | 2.5 | · | 3.0 | ·
CCN1CCN(CC(=O)c2c[nH]c3ccccc23)CC1 | -0.4 | 1.1 | 1.1 | -0.2 | -0.7 | -14.2 | -8.4 | 22.4 | 0.9
Cc1noc(NC(=O)c2ccccc2Cl)c1C#N | -1.9 | 0.5 | -7.0 | -0.2 | -7.5 | -0.5 | -1.1 | -3.7 | 0.1
C[C@H](CO)N1C[C@H](C)[C@H](CN(C)S(=O)(=O)c2ccc(C#N)cc2)OCc2cnnn2CCCC1=O | -24.9 | 0.1 | · | · | · | 6.4 | · | -9.3 | ·
Cc1ccc(/C=N/N2CCN(c3ccccc3)CC2)cc1 | -20.9 | 0.3 | 1.6 | 0.8 | -4.0 | -0.7 | 6.1 | 5.2 | 0.9
CCCCN(C(=O)C1CCN(C(=O)c2ccccc2C)CC1)c1c(N)n(CCCC)c(=O)[nH]c1=O | -17.9 | -0.1 | -16.1 | -1.2 | -20.3 | 6.9 | -9.1 | 4.9 | -0.2
O=C(/C=C/c1ccco1)N1CCCC(c2ccccc2)C1 (stereo unspecified) | 18.1 | 0.1 | -0.8 | -1.7 | -2.9 | -14.3 | -9.9 | 13.6 | -0.4
O=C(NCCSc1c[nH]c2ccccc12)c1ccc(Br)o1 | -1.1 | 0.6 | 0.4 | -2.5 | -1.3 | -13.1 | -4.7 | 7.0 | -0.9
CCOc1ccc(S(=O)(=O)NCCC(=O)NC2CCCCC2)cc1 | 4.2 | -0.5 | 0.3 | -0.2 | · | 1.1 | -28.5 | -2.3 | 0.7
O=C(CNCc1cccs1)NC12CC3CC(CC(C3)C1)C2 | -29.0 | 2.5 | -1.9 | 1.4 | 12.7 | -13.7 | -15.1 | 13.8 | 0.1
CCOc1ccc(CCNC(=O)c2cccc(NC3=NC4CS(=O)(=O)CC4S3)c2)cc1OCC (stereo unspecified) | -28.2 | -0.4 | -5.0 | -0.5 | -10.8 | 10.6 | -20.3 | -2.2 | 0.2
Cn1c(=O)cc(SCC(=O)NCC2COc3ccccc3O2)c2ccccc21 (stereo unspecified) | 17.2 | 0.7 | -9.1 | -1.7 | -12.5 | -4.4 | -26.1 | 13.9 | 0.4
COc1cc(C(=O)Oc2ccc(C(=S)N3CCOCC3)cc2)cc(OC)c1OC | -19.9 | 1.4 | -4.3 | -0.5 | 12.0 | -11.5 | -13.8 | 27.4 | 1.6
CCn1c(SCC(N)=O)nnc1-c1ccc2[nH]c(C)c(C)c2c1 | -10.5 | 0.1 | -12.4 | 0.2 | 7.8 | 12.4 | -16.6 | -3.1 | -0.1
Cc1cc(NC(=O)COC(=O)C2CSC3(C)CCC(=O)N23)ccc1Br (stereo unspecified) | 31.5 | 9.3 | -13.4 | 15.9 | · | -2.8 | -6.8 | 13.8 | 14.3
CCOc1ccc2nc(N3CCCN(C(=O)Nc4ccccc4C)CC3)c(C#N)cc2c1 | 3.6 | 0.1 | -3.5 | -0.1 | 8.8 | -11.2 | -29.5 | 14.7 | -0.3
Cc1cc2nc(C)n(CCCNC(=O)Nc3ccccc3)c2cc1C | 3.4 | 0.8 | -14.2 | 1.6 | 1.3 | -1.3 | -21.7 | 11.7 | 1.3
C=CCNC(=O)C1CC(=O)N(c2ccc(OCC(=O)Nc3c(C)cccc3C)cc2)C1 (stereo unspecified) | -14.1 | 2.0 | -1.2 | 0.1 | -2.6 | -15.3 | -4.2 | -2.8 | -0.9
CCn1c(C)nc2cc(C(=O)NNC(=S)Nc3ccc(C)cc3)ccc21 | -19.6 | 0.4 | 1.8 | 0.0 | -10.0 | -10.8 | -12.6 | 7.7 | -0.4
CC(Sc1nncs1)C(=O)Nc1ccc2c(c1)OCO2 (stereo unspecified) | -2.8 | -0.7 | -4.2 | -0.2 | -11.9 | 1.1 | -12.5 | 12.6 | -0.7
Cc1cc(=O)[nH]c(NN)n1 | -0.3 | 0.7 | -0.6 | 0.0 | -3.7 | -11.6 | -3.4 | 15.8 | -0.2
CCCCCc1nc(-c2nonc2N)no1 | 1.8 | -0.6 | -4.5 | -2.1 | 0.7 | 4.7 | 10.5 | -3.0 | -1.4
CC(Cc1cccnc1)NC(=O)CCc1nnc(-c2ccccc2)o1 (stereo unspecified) | 8.1 | 0.2 | -0.1 | 0.5 | -6.2 | -9.0 | -4.1 | 9.2 | 1.0
SMILES | TAAR1 antag | M1 ag parental | OXTR potentiate | OXTR agonist | GPR7 antag | CHO-K1 Ca antag | CHO parental Ca | CHO-K1 Ca PAM | V1R ag counter
Cc1ccc(Nc2nc3ccccc3s2)cc1 | 7.1 | 0.0 | -1.6 | -1.3 | 0.1 | -13.3 | -23.9 | 19.8 | -1.2
COc1cc2[nH]c(=S)nc(NCCc3ccc(C)cc3)c2cc1OC | 16.9 | 15.0 | · | · | -4.9 | 2.0 | · | 17.0 | ·
CN(Cc1ccccc1)C(=O)COC(=O)c1cc(Cl)nc(Cl)c1 | -11.0 | 0.0 | 2.0 | -1.8 | -8.4 | -3.6 | -9.1 | -0.7 | -1.2
Cc1ccc(-c2noc(CCC(=O)NCCc3ccccc3Cl)n2)cc1 | · | 5.1 | -16.2 | 19.9* | -8.8 | -8.8 | 3.9 | 18.3 | 5.4
Cc1ccccc1CN1C(=O)[C@@H]2Cc3c([nH]c4ccccc34)C(C)(C)N2C1=O | 27.6 | 2.0 | -6.2 | 5.0 | · | -3.5 | -17.2 | 17.3 | 5.0
COC(=O)c1ccc(NS(=O)(=O)c2cccc3cccnc23)cc1 | 0.9 | 1.5 | -9.7 | 1.3 | 2.2 | -17.7 | -8.8 | 24.5 | 1.2
Cc1cc(S(=O)(=O)N2CCCCC2)ccc1OCC(=O)N1CCOCC1 | -6.9 | 1.5 | -9.1 | 0.2 | -2.3 | -1.9 | 2.5 | 8.3 | -0.4
COc1cccc(CN2CCN(Cc3c(C)nn(C(C)C)c3C)CC2CCO)c1 (stereo unspecified) | -0.7 | -0.3 | -9.7 | -0.2 | -7.8 | 2.9 | -12.7 | 12.6 | 1.0
CCNC(=S)Nc1cc(C)ccn1 | 5.3 | 0.4 | -4.7 | -1.3 | 2.2 | 12.6 | -10.2 | -10.7 | -1.3
COc1ccc(C2c3[nH]c4ccccc4c3CCN2C(=O)c2cc3ncccn3n2)c(F)c1 (stereo unspecified) | 40.0 | 6.7 | -10.3 | 3.7 | 3.1 | 25.8* | 5.3 | -11.0 | 2.7
CCCCNC(=O)C[C@@H]1C[C@@]2(C(=O)OCC)CCC=C2N(Cc2cccc3ccccc23)C1=O | -3.3 | -0.2 | · | · | · | -19.0 | · | 19.7 | ·
Cc1c(C(=O)Oc2ccc(Cl)cc2)n(C)oc1=O | -31.0 | 2.1 | -1.9 | 0.8 | 0.9 | -9.9 | 1.8 | 22.8 | 1.4
COc1ccccc1N1CCN(C(=O)CCC(=O)N2CCN(c3ccc(F)cc3)CC2)CC1 | -29.1 | 3.8 | -4.0 | 0.9 | 8.3 | -9.9 | -11.4 | 13.8 | 11.2
Cc1ccc(CNC(=O)CCc2cn(C)c3ccccc23)cc1 | -11.7 | 0.4 | -5.5 | -1.8 | 8.7 | 0.8 | -9.8 | 10.7 | -1.0
Cn1c(=N)n(CC(O)c2cccc3ccccc23)c2ccccc21 (stereo unspecified) | -2.0 | 0.9 | -2.8 | -0.2 | 20.5 | -5.2 | -5.2 | 13.1 | 0.5
O=C(NCc1ccco1)C1c2ccccc2Oc2ccccc21 | 16.6 | 0.6 | 0.4 | -1.9 | -8.8 | -0.2 | 0.9 | 9.6 | -0.6
CSc1nnc(C)c(=O)n1COC(=O)COc1ccccc1C | 4.1 | -0.1 | -0.9 | -1.3 | 2.7 | 4.1 | -4.1 | -4.1 | 0.1
CC(=O)N[C@@H](Cc1c[nH]c2ccccc12)C(=O)NCc1ccccc1 | 4.7 | -0.5 | 5.1 | 1.0 | -18.1 | -7.4 | -12.4 | -13.2 | 1.1
COc1ccc(/C=N/Nc2ccc(C(=O)O)cc2)c(OC)c1OC | 7.6 | 1.6 | -1.9 | -1.6 | -7.7 | -9.5 | 4.5 | 7.9 | -0.6
CCCCNC(=O)c1onc(CS(=O)(=O)c2ccccn2)c1C(=O)NCCCC | 1.7 | -0.4 | 1.9 | -1.2 | · | 3.1 | -24.0 | -12.8 | -0.3
CCOC(=O)Nc1ccc2c(c1)N(C(=O)CCN1CCN(CCO)CC1)c1ccccc1S2 | -5.9 | 0.9 | -10.5 | -0.8 | 4.7 | -10.3 | -23.0 | 25.0 | 0.1
CC(C)(C)c1ccc(C(=O)CSc2ncn[nH]2)cc1 | 4.3 | 3.5 | -4.5 | 3.6 | -8.9 | -0.9 | -1.2 | 4.9 | 3.5
O=C(Nc1ccc(F)cc1)N1CCCC(c2nc3c(nnn3Cc3ccccc3Cl)c(=O)[nH]2)C1 (stereo unspecified) | 1.1 | 2.5 | -2.3 | -0.8 | -6.7 | 5.4 | -19.2 | 3.5 | 1.4
O=C(CSc1nncs1)Nc1ccc2c(c1)OCO2 | 5.9 | -0.3 | 1.1 | 0.2 | 3.0 | 5.3 | -6.0 | -2.0 | 0.8
